Compound activity from PubChem.
OXTR potentiate = potentiators of human oxytocin receptor; P30559; CHO-OTR cells, Fluo-8 calcium fluorescence, potentiator mode; 0% = oxytocin EC15, 100% = EC100; activation, % at 3 µM; 320,000 compounds, 0.061% hits; AID 2445;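 active = activation above that plate's cutoff, the mean activation of tested compounds plus 3 SD, cut at about 6.6% in these data, passing the limit was not always enough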;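 note: 100% uses oxytocin at 75 nM as the full agonist control; some results filed as inactive read as strong as hits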
Target sequence (P30559 whole entry, looked up): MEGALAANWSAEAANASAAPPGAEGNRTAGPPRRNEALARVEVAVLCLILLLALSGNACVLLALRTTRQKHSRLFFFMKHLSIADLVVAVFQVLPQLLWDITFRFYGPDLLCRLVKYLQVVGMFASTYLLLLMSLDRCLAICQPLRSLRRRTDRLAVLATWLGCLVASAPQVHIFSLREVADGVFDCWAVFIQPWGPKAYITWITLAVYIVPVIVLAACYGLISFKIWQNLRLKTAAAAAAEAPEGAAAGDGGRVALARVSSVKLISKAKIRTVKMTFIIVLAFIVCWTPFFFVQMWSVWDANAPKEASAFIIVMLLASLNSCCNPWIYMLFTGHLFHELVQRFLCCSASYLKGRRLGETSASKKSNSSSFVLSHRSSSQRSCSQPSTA
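assay system = CHO-OTR cells, human receptor | schedule = compound 6 min at room temperature before oxytocin, 100 s read | detection = Fluo-8 intracellular calcium fluorescence, ex 470-495, em 515-575 nm | evaluation = normalized max/min fluorescence ratio, % activation | control set = EC15 oxytocin alone as 0%, 75 nM oxytocin (EC100) as 100%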
CHO-K1 Ca antag = nonselective inhibitor or artifact in parental CHO-K1 cells. ATP-induced calcium, Fluo-8 fluorescence. inhibition, % at 3 µM. 360,000 compounds, 0.6% hits. AID 602250;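 active = inhibition above a per-plate cutoff, the plate's mean sample inhibition plus 3 SD, cut at about 24% in these data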;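 note: 0% = DMSO plus EC80 ATP and 100% = DMSO alone without ATP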
M1 ag parental = counter-screen for M1 agonists: effect in parental CHO-K1 cells; 360,000 compounds, 0.48% hits; Fluo-8 calcium fluorescence; scaled to maximal ATP response, vehicle zero; activation, % at 3 µM; in the data active = activation above about 15%;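 note: untransfected CHO-K1 host cells lacking M1 receptor as counterscreen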
CHRM1 agonist = activates human CHRM1 receptor | P11229 | CHO-K1 hM1, Fluo-8 calcium fluorescence, agonist mode; 0% DMSO, 100% acetylcholine EC100 | activation, % at 3 µM | 360,000 compounds, 0.33% hits;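 active = activation above the run's mean compound activation plus 3 SD, cut at about 16% in these data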;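 note: peak over basal fluorescence ratio within a 140 s kinetic read after compound addition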
CHO parental Ca = signal in parental CHO cells, OX1R antagonist counter-screen; inhibition, % at 5.6 µM; AID 463079; 330,000 compounds, 0.63% hits; parental CHO-K1, ATP-induced calcium, Fluo-8 fluorescence;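 active = inhibition above that plate's mean sample inhibition plus 3 SD, cut at about 26% in these data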;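 note: 0% = ATP-challenged DMSO wells and 100% = DMSO wells without ATP; some compounds past the cut are filed as inactive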
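Assay system: untransfected parental CHO cell line. Also added: ATP agonist challenge. Dosing: one dose, 5.6 µM nominal. Measured by: Fluo-8 fluorescence. Read-out: % inhibition. Benchmarks: ATP wells versus no-ATP DMSO wells. Repeats: no replicates.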
TAAR1 antag = antagonists of human TAAR1 | AID 624466 | 360,000 compounds, 1.5% hits | inhibition, % at 3 µM | Q96RJ0 | CHO RD-HGA16 TAAR1, Fluo-8 calcium fluorescence, antagonist;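 active = inhibition above a per-plate cutoff, the mean inhibition of test compounds on that plate plus 3 SD, cut at about 49% in these data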;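 note: 0% = DMSO plus EC80 beta-PEA response and 100% = DMSO alone without agonist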
Target sequence (Q96RJ0 whole entry, looked up): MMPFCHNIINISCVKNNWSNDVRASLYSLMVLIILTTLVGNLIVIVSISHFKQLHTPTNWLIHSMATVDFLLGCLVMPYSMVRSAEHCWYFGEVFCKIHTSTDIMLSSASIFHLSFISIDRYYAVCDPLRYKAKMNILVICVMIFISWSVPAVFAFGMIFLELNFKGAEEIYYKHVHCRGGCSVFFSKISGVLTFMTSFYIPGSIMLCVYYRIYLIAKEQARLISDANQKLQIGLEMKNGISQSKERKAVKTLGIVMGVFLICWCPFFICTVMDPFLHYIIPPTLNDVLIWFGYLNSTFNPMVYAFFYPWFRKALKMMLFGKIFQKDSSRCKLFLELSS
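Assay system: RD-HGA16 CHO cells with stable hTAAR1 and Gα16 / Reagent: EC80 β-phenethylamine stimulus / Doses: 3 µM, single point / Timing: dye loading 75 min at 37 °C, then 30 min room temperature / Measured by: Fluo-8 intracellular calcium dye fluorescence, real-time kinetic reads / Controls: vehicle wells and EC80 agonist wells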
CHO-K1 Ca PAM = M1 PAM counterscreen hit in parental CHO-K1 cells. 360,000 compounds, 0.02% hits. AID 602247. ATP EC20, Fluo-8 calcium fluorescence; 0% at ATP EC20, 100% at ATP max. activation, % at 3 µM;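 active = activation above the run cutoff, the mean activation of all test compounds plus 3 SD, cut at about 40% in these data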;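 note: peak over basal fluorescence ratio in a 140 s read after ATP addition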
M1 antag = blocks human M1 muscarinic receptor. CHO-K1 hM1, Fluo-8 calcium fluorescence, ACh EC80 antagonist. inhibition, % at 3 µM. 360,000 compounds, 1.3% hits. AID 588852;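 active = percent inhibition above its own plate's cutoff, namely the mean of that plate's compound wells plus 3 SD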;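 note: peak over basal fluorescence ratio during 140 s after agonist addition; 0% = ACh EC80 plus DMSO and 100% = DMSO alone without agonist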
TAAR1 agonist = agonists of human TAAR1; Q96RJ0; CHO RD-HGA16 TAAR1, Fluo-8 calcium fluorescence; vehicle wells 0%, saturating PEA agonist 100%; activation, % at 3 µM; 360,000 compounds, 0.99% hits;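 active = activation above the mean activation of all test compounds in the run plus 3 SD, cut at about 38% in these data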
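Signal – calcium-sensitive Fluo-8 signal, excitation 470-495, emission 515-575 nm · System – RD-HGA16 (CHO) cells co-expressing Gα16 and hTAAR1 · Incubation – 17-24 h seeding, 75 min 37 °C dye, 30 min RT · Compound dosing – 3 µM single concentration · Repeats – no replicates (n 1)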
Active calls of the source: *; · = not tested or not shown. Only part of the results is shown. The share of hits here may be higher or lower than overall.

Codes: A = OXTR potentiate; B = CHO-K1 Ca antag; C = M1 ag parental; D = CHRM1 agonist; E = CHO parental Ca; F = TAAR1 antag; G = CHO-K1 Ca PAM; H = M1 antag; I = TAAR1 agonist
structure: CCC(=NC1CCN(Cc2ccccc2)CC1)c1c(O)[nH]c(=O)[nH]c1=O
  A = 3 | B = 4 | C = 2.3 | D = -6 | E = -9 | F = 15 | G = 2 | H = 0 | I = 6
structure: C=CCn1c(=O)c(C=Nc2cccc([N+](=O)[O-])c2)c(O)n(CCCC)c1=O
  A = -1 | B = -10 | C = 1.4 | D = -1 | E = -6 | F = -8 | G = 3 | H = -9 | I = 11
structure: O=c1c2cc(Br)ccc2[nH]c(=S)n1-c1ccccc1
  A = 0 | B = 2 | C = 1.0 | D = -2 | E = -4 | F = 30 | G = -13 | H = 9 | I = 0
structure: CCCNS(=O)(=O)c1ccc(OCC(=O)N2CCN(Cc3ccc4c(c3)OCO4)CC2)cc1
  A = -23 | B = 10 | C = 3.5 | D = 0 | E = 1 | F = 2 | G = 1 | H = -1 | I = 4
structure: COc1cc(CN2CCCC(C(=O)c3sccc3C)C2)cc(Cl)c1O (stereo not drawn)
  A = -5 | B = -6 | C = 0.4 | D = -9 | E = -2 | F = 10 | G = -9 | H = -11 | I = 3
structure: CCCCCCNc1nc(OC)nc(N2CC3CC(C2)c2cccc(=O)n2C3)n1 (stereo not drawn)
  A = -3 | B = -18 | C = -0.5 | D = -5 | E = -28 | F = -57 | G = -2 | H = -8 | I = 3
structure: CCOC(=O)[C@]12Cc3ccccc3[C@H]1N(C(C)C)C(=O)c1cc(OC)ccc12
  A = · | B = -14 | C = 0.1 | D = · | E = · | F = -25 | G = -3 | H = · | I = -2
structure: O=C1/C(=C\c2ccc(Cl)cc2Cl)N2CCC1CC2
  A = -1 | B = -3 | C = 0.5 | D = -7 | E = -15 | F = -9 | G = 7 | H = 0 | I = 2
structure: CO[C@H]1[C@@H](OC)CC(OC2OC(CO)C(O)C(O)C2O)/C(=C\C#N)[C@@H]1O (stereo partly drawn)
  A = -2 | B = 3 | C = -0.9 | D = 0 | E = -4 | F = -11 | G = 18 | H = -24 | I = 10
structure: CCCCOCCCn1c(N)c(C(=O)OCCOC)c2nc3ccccc3nc21
  A = -9 | B = -9 | C = 1.2 | D = -4 | E = -8 | F = -13 | G = 10 | H = -40 | I = 9

Codes: A = OXTR potentiate; B = CHO-K1 Ca antag; C = M1 ag parental; D = CHRM1 agonist; E = CHO parental Ca; F = TAAR1 antag; G = CHO-K1 Ca PAM; H = M1 antag; I = TAAR1 agonist
structure: O=C(c1cccn2c(=O)c3cc(Cl)ccc3nc12)N1CCC2(CC1)OCCO2
  A = -4 | B = -16 | C = -0.1 | D = -6 | E = -18 | F = 11 | G = 22 | H = -1 | I = -2
structure: CON(C)C(=O)Nc1ccc(Cl)cc1
  A = -8 | B = -17 | C = 1.2 | D = -5 | E = -3 | F = 1 | G = 17 | H = 3 | I = 6
structure: COc1cc(CN2CCN(C(=O)Cc3ccccc3)CC2)cc(OC)c1OC
  A = -1 | B = -3 | C = -0.1 | D = -5 | E = -12 | F = -19 | G = 10 | H = -21 | I = 0
structure: CCn1cc(C=C2C(=O)N(C)C(=O)N(C)C2=O)c2ccccc21
  A = -4 | B = -10 | C = 1.4 | D = -3 | E = -10 | F = 3 | G = 20 | H = -15 | I = -1
structure: COC(=O)C1=C(c2cccc(Cl)c2)C[C@@H]2CC[C@H]1N2C(=O)NCC1CC1
  A = 2 | B = -11 | C = -0.2 | D = -6 | E = -17 | F = 9 | G = 2 | H = -7 | I = 0
structure: CC(C)=CCSc1nnc([C@@H](N)Cc2c[nH]c3ccccc23)o1
  A = -12 | B = 12 | C = 0.3 | D = -4 | E = -15 | F = -6 | G = -8 | H = 8 | I = 7
structure: CC(C)c1ccc(C(c2c(O)c3ccccc3oc2=O)c2c(O)c3ccccc3oc2=O)cc1
  A = · | B = -16 | C = 6.6 | D = -3 | E = · | F = 9 | G = 5 | H = -7 | I = 0
structure: O=P(Oc1ccccc1)(Oc1ccccc1)c1ccccc1
  A = -2 | B = -8 | C = -0.3 | D = -5 | E = -19 | F = -30 | G = -10 | H = -7 | I = 2
structure: COCCNC(=O)c1c(NC(=O)c2ccco2)n(Cc2ccccc2)c2nc3ccccc3nc12
  A = -3 | B = -9 | C = 0.1 | D = -2 | E = -1 | F = -6 | G = 13 | H = -13 | I = 13
structure: CCOc1ccc(N=Cc2c(O)n(-c3cc(C)cc(C)c3)c(=O)[nH]c2=O)cc1
  A = -7 | B = -7 | C = 1.2 | D = -6 | E = -3 | F = -21 | G = 20 | H = -1 | I = 0

Codes: A = OXTR potentiate; B = CHO-K1 Ca antag; C = M1 ag parental; D = CHRM1 agonist; E = CHO parental Ca; F = TAAR1 antag; G = CHO-K1 Ca PAM; H = M1 antag; I = TAAR1 agonist
structure: O=C(O)C1C2CCC(O2)C1C(=O)Nc1ccc(Cl)cc1 (stereo not drawn)
  A = -4 | B = -8 | C = -0.3 | D = -5 | E = -14 | F = 12 | G = 3 | H = -5 | I = 6
structure: COc1ccc(-n2cnc3cc(C(=O)N4CCC5(CC4)OCCO5)ccc32)cc1
  A = 4 | B = 13 | C = 0.1 | D = -5 | E = -7 | F = 1 | G = -15 | H = 11 | I = 0
structure: COC1=CC2[C@@H]3Cc4ccc(OC)c(O)c4[C@]2(CCN3C)CC1=O (stereo partly drawn)
  A = -2 | B = -9 | C = 1.1 | D = 3 | E = -6 | F = 5 | G = -5 | H = 5 | I = 2
structure: CCOC(=O)CN1C(=O)C2(C(C#N)=C(N)Oc3ccccc32)C(C(=O)OC)=C1C (stereo not drawn)
  A = -5 | B = -6 | C = -0.1 | D = -2 | E = -19 | F = -3 | G = 4 | H = -13 | I = 3
structure: Cc1ccc(OCCSC2=NN2c2cc(C)nc(N)n2)cc1
  A = -3 | B = -14 | C = 0.5 | D = -4 | E = -12 | F = -13 | G = 1 | H = 3 | I = 4
structure: O=C(c1cc2ccccn2n1)N1CCC2(CC1)OCCO2
  A = -1 | B = -14 | C = 0.3 | D = -6 | E = -4 | F = -5 | G = 18 | H = -5 | I = 10
structure: CCNC(=S)NCCC1=c2ccccc2=N/C1=C\c1c(O)n(C)c(=O)n(C)c1=O
  A = -7 | B = -3 | C = 0.1 | D = -6 | E = -6 | F = 33 | G = 2 | H = -2 | I = 9
structure: COCCCNC(=O)c1c(N)n(Cc2ccco2)c2nc3ccccc3nc12
  A = -4 | B = -1 | C = 1.4 | D = 0 | E = 0 | F = -3 | G = 22 | H = -15 | I = 9

Already shown: an excerpt of the list.
Codes: A = OXTR potentiate; B = CHO-K1 Ca antag; C = M1 ag parental; D = CHRM1 agonist; E = CHO parental Ca; F = TAAR1 antag; G = CHO-K1 Ca PAM; H = M1 antag; I = TAAR1 agonist
structure: COC(=O)C1=C(c2cccc(Cl)c2)C[C@@H]2CC[C@H]1N2C(=O)NCC1CC1
  A = 2 | B = -11 | C = -0.2 | D = -6 | E = -17 | F = 9 | G = 2 | H = -7 | I = 0
structure: CC(C)=CCSc1nnc([C@@H](N)Cc2c[nH]c3ccccc23)o1
  A = -12 | B = 12 | C = 0.3 | D = -4 | E = -15 | F = -6 | G = -8 | H = 8 | I = 7
structure: CC(C)c1ccc(C(c2c(O)c3ccccc3oc2=O)c2c(O)c3ccccc3oc2=O)cc1
  A = · | B = -16 | C = 6.6 | D = -3 | E = · | F = 9 | G = 5 | H = -7 | I = 0
structure: O=P(Oc1ccccc1)(Oc1ccccc1)c1ccccc1
  A = -2 | B = -8 | C = -0.3 | D = -5 | E = -19 | F = -30 | G = -10 | H = -7 | I = 2
structure: COCCNC(=O)c1c(NC(=O)c2ccco2)n(Cc2ccccc2)c2nc3ccccc3nc12
  A = -3 | B = -9 | C = 0.1 | D = -2 | E = -1 | F = -6 | G = 13 | H = -13 | I = 13
structure: CCOc1ccc(N=Cc2c(O)n(-c3cc(C)cc(C)c3)c(=O)[nH]c2=O)cc1
  A = -7 | B = -7 | C = 1.2 | D = -6 | E = -3 | F = -21 | G = 20 | H = -1 | I = 0
structure: O=C(O)C1C2CCC(O2)C1C(=O)Nc1ccc(Cl)cc1 (stereo not drawn)
  A = -4 | B = -8 | C = -0.3 | D = -5 | E = -14 | F = 12 | G = 3 | H = -5 | I = 6
structure: COc1ccc(-n2cnc3cc(C(=O)N4CCC5(CC4)OCCO5)ccc32)cc1
  A = 4 | B = 13 | C = 0.1 | D = -5 | E = -7 | F = 1 | G = -15 | H = 11 | I = 0
structure: COC1=CC2[C@@H]3Cc4ccc(OC)c(O)c4[C@]2(CCN3C)CC1=O (stereo partly drawn)
  A = -2 | B = -9 | C = 1.1 | D = 3 | E = -6 | F = 5 | G = -5 | H = 5 | I = 2
structure: CCOC(=O)CN1C(=O)C2(C(C#N)=C(N)Oc3ccccc32)C(C(=O)OC)=C1C (stereo not drawn)
  A = -5 | B = -6 | C = -0.1 | D = -2 | E = -19 | F = -3 | G = 4 | H = -13 | I = 3
structure: Cc1ccc(OCCSC2=NN2c2cc(C)nc(N)n2)cc1
  A = -3 | B = -14 | C = 0.5 | D = -4 | E = -12 | F = -13 | G = 1 | H = 3 | I = 4
